GalR3 antag: antagonists of human GalR3; HEK293 GalR3-CNG cAMP membrane potential fluorescence; galR3 body fused to GalR1 C-terminus; 0.44% of 360,000 active; O60755; inhibition, % at 3 µM; AID 651719;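 active = inhibition above the screen-wide average plus 3 SD, cut at about 13% in these data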;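 note: forskolin and galanin both at EC90 stimulate the cells; cAMP rise reported by CNG channel membrane potential dye signal; 0% = forskolin plus galanin with DMSO and 100% = forskolin alone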
Target sequence (O60755 1-299 limits assumed): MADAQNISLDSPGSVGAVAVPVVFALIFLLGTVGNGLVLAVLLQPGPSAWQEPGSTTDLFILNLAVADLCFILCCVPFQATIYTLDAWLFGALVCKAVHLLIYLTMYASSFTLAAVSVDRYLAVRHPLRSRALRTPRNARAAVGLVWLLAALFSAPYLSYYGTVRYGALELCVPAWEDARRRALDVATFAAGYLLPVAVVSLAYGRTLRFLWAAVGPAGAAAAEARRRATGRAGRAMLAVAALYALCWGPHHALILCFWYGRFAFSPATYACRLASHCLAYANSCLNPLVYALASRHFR
* = called active by the depositor. Only part of the results is shown. The share of hits here may be higher or lower than overall.

GalR3 antag,Structure
-5.5,COCCCNC(=O)CC[C@H]1O[C@@H](n2cnc3c(NC(=O)c4ccccc4)ncnc32)[C@H](O)[C@@H]1O
-6.4,COc1ccccc1C(=O)NC1CCCCN(C)C1=O (configuration not stated)
-3.8,COC(=O)[C@]12C[C@H](CC(=O)N3CCN(C(=O)C4CC4)CC3)C(=O)N(Cc3ccccc3)C1=C[C@H](C(C)C)O[C@@H]2C1CC1
2.8,O=C1c2ccccc2C2Cc3nnccc3CN12 (configuration not stated)
-7.3,COc1cc(Cl)c(CNC[C@H]2O[C@@H](n3cnc4c(=O)[nH]c(N)nc43)[C@H](O)[C@@H]2O)c(Cl)c1O
-3.6,COc1ccccc1-c1ccc([C@@H]2C[C@H]3[C@H](CON3C)CN2CC2CCCCC2)cc1
-5.3,Cc1cc2nc(C(C)(C)C)c(Cc3ccccc3C(F)(F)F)n2c(C)c1Br
-1.2,O=S1(=O)CC(N2CCN(CCO)CC2)CN1Cc1ccc(F)cc1 (configuration not stated)
-8.3,O=C(Nc1ccccc1Cl)c1cc(C2CCCCN2S(=O)(=O)c2ccc(F)cc2F)on1 (configuration not stated)
-2.6,CN(Cc1ccccc1)C(=O)[C@@H]1CCCN1C(=O)[C@@H]1CCCN1C(=O)c1ccccc1
4.2,CCc1nc2ccc(C(=O)Nc3cc(-c4ccccc4)ccc3OC)cn2c1N(C)Cc1ccc(OC)cc1
-8.3,Nc1ccc(C=Cc2ccc(N)cc2)cc1
2.3,CC(=O)c1sc(Nc2ccc3c(c2)OCO3)nc1C
-8.5,CCc1nc2c(OCC(N)=O)cccn2c1N(C)C(=O)c1ccc(OC)cc1
-6.0,CCNC(=O)C1(C)CCCN(C(=O)c2ccc(F)c(C)c2)C1 (configuration not stated)
-5.7,CCc1nc2ccc(C(=O)Nc3cccc(OCC(=O)N(C)C)c3)cn2c1N(C)Cc1cc2ccccc2s1
0.9,CC(C)CCC[C@](C)(O)c1ccc(C(=O)O)cc1O
-7.4,COCCN1C(=O)[C@H]2C[C@@]13O[C@H](C1CCCCC1)N=C3CC1c3ccccc3C[C@@]12C (some centres not stated)
2.4,Cc1cccc(-c2ccc(O)cc2CN2CCN(c3ncc(Cc4ccccc4)cn3)CC2)c1
-10.3,Cc1ccc(S(=O)(=O)N2CCC(=O)N([C@H](COCc3ccc(Cl)cc3)Cc3ccccc3)CC2)cc1
-4.8,Cc1cc(-c2ccc(F)cc2)n2ncc(-c3ccccc3)c2n1
-3.8,COC(=O)[C@@]12C[C@@H](CC(=O)NCC34CC5CC(CC(C5)C3)C4)C(=O)N(Cc3cccc4ccccc34)C1=CCC(C)(C)C2
-5.6,O=C(C[C@@H]1C=C[C@@H](NC(=O)c2cccnc2)[C@@H](CO)O1)NCc1ccncn1
-7.3,CC(C)NC(=O)Nc1nnc([C@@H]2C[C@H](O)[C@@H](CO)O2)s1
-3.5,CN1OC[C@@H]2CN(C(=S)NCCc3ccccc3)[C@H](c3ccccc3Br)C[C@@H]21
-4.6,COC(=O)[C@]12C[C@H](CC(=O)N3CCC(c4ccccc4)CC3)C(=O)N(CCC3=CCCCC3)C1=C[C@H](C(C)(C)C)O[C@@H]2C
-4.5,CC1(C(=O)NCc2ccccc2)CSCC(=O)N1CCOc1ccccc1 (configuration not stated)
-4.3,Cc1nc(C(F)(F)F)ccc1C(=O)N1CCC1(C)C(=O)NS(=O)(=O)c1cccc(Cl)c1 (configuration not stated)
-3.8,COc1ccccc1CNC(=O)C1CCN(Cc2nc(-c3ccc(Cl)cc3)oc2C)CC1
0.2,CC(=O)Nc1ccc(NC(=O)c2csc([C@@H]3O[C@H](CO)[C@H](O)[C@H](O)[C@H]3O)n2)cc1
-8.6,CC(C)C(N)c1csc(NC(=O)Nc2cccc(C(F)(F)F)c2)n1 (configuration not stated)
-7.6,O=C(N[C@H](C(=O)N1CCC[C@H]1C(=O)NCc1ccccc1)c1ccccc1)C1CCCC1
-6.1,O=C(Nc1ccccc1Cl)c1cc(C2CCCN(S(=O)(=O)c3cccs3)C2)on1 (configuration not stated)
-6.3,O=C(C(=O)N1CCC(CNS(=O)(=O)c2ccc3ccccc3c2)CC1)c1cc2ccccc2o1
-3.0,CCOC(=O)C1=C(C(=O)OCC)C2N(Cc3ccc(Br)cc3)c3ccccc3[C@@]23C[C@@H](C(=O)OC)N(S(=O)(=O)c2ccc(Br)cc2)C3=N1 (some centres not stated)
-3.7,COc1ccc(NC(=O)c2cc(-c3cc(F)ccc3OC(C)C)n[nH]2)c(C)c1
-5.2,C[C@@H]1CN([C@@H](C)CO)C(=O)CCCn2cc(nn2)CO[C@H]1CN(C)C(=O)CCC(F)(F)F
-6.4,O=C(CC[C@H]1O[C@@H](n2ccc(=O)[nH]c2=O)[C@H](O)[C@@H]1O)NCC1CCCO1 (some centres not stated)
-3.0,COc1cc(Nc2cccc(-c3ccccc3)n2)cc(OC)c1OC
-5.1,N#Cc1ccc(OCc2c(-c3ccccc3)nnn2CC(=O)O)cc1
-4.8,COc1cc(OC)nc(Nc2nc(C(N)Cc3ccc(Cl)cc3)cs2)n1 (configuration not stated)
-6.0,CC(C)N1CCC1(C)C(=O)Nc1ccc2cn[nH]c2c1 (configuration not stated)
6.8,CC(=O)Nc1cccc(-c2ccnc3c2CC(C)(C(=O)NCc2cccs2)O3)c1 (configuration not stated)
-8.4,Nc1nc(=O)n(C2OC(CO)C(O)C2O)cc1F (configuration not stated)
-7.0,CCOC(=O)C1=CCN(S(=O)(=O)c2ccc(Br)cc2)C1c1ccc(F)cc1 (configuration not stated)
-1.2,Cc1ccc(C(O)c2ncc(-c3ccc4ccccc4c3)[nH]2)cc1 (configuration not stated)
-7.7,O=c1cc(CN2CCCCC2)c2ccccc2o1
-7.5,CC(C)c1ccc(CC(=O)N2CCC2(C)C(=O)NCCC#N)cc1 (configuration not stated)
-9.1,N#Cc1ccc(OCCCN2CCC(C(O)(c3ccccc3)c3ccccc3)CC2)cc1
-7.2,CCc1nc2c(OCc3ccccc3C)cccn2c1N(C)C(=O)CC(C)C
-2.2,CCN=C1NC(c2ccc(Cl)cc2)C(C(=O)OC)=C(C)N1Cc1cccc(C(F)(F)F)c1 (configuration not stated)
-3.1,CCCS(=O)(=O)NC(=O)C1(C)CCN(C(=O)C2(c3ccc(Cl)cc3)CCCC2)C1 (configuration not stated)
-6.2,COC(=O)/C=C1\OC(C2CC2)c2ccccc21 (configuration not stated)
-2.4,CC(=O)Nc1ccc(-c2ccnc3c2CC(C(=O)Nc2ccccc2)O3)cc1 (configuration not stated)
4.8,CCCN(C)C1CN(Cc2cn(Cc3cccc(C(F)(F)F)c3)nn2)S(=O)(=O)C1 (configuration not stated)
-7.9,Nc1ncnc2c1ncn2[C@@H]1O[C@H](C(=O)N[C@@H](CCc2ccccc2)C(=O)O)[C@@H](O)[C@H]1O
-10.4,CC(=O)c1cc2cccc(OC3(C)CCN(Cc4ccc5ccccc5c4)C3)c2o1 (configuration not stated)
-4.2,O=S1(=O)N[C@H](Cc2ccccc2)COc2cccc(N3CCC[C@H]3CO)c21
-2.3,CCCCCCN1CCN(C2CN(CCc3ccccc3)S(=O)(=O)C2)CC1 (configuration not stated)
-6.1,O=C(Nc1cc(C(F)(F)F)cc(C(F)(F)F)c1)O[C@@H]1c2ccccc2[C@@H]2Cc3csc[n+]3[C@H]12

Next results:
GalR3 antag,Structure
-8.5,C[C@H](O)[C@@H]1C(=O)N2CCc3c([nH]c4cccc(-c5ccccc5)c34)[C@@H]2C[C@@H]1N(C)C(=O)c1ccco1
-5.7,NC(=O)c1ncn([C@@H]2O[C@H](C(=O)N[C@H](Cc3ccccc3)C(=O)N3CCN(c4ccc(Cl)cn4)CC3)[C@@H](O)[C@H]2O)n1
-2.4,Cc1ccc(OC2CCN(C(=O)[C@@H](Cc3ccccc3)NC(=O)[C@H]3O[C@@H](n4ccc(=O)[nH]c4=O)[C@H](O)[C@@H]3O)CC2)cc1
-1.9,COc1ccc(CNC(=O)c2sc(=O)n(Cc3ccc(C)cc3)c2C)cc1
-5.1,Cc1ccc(OCCCN2CCC(C(O)(c3ccccc3)c3ccccc3)CC2)cc1
-0.3,CC(=O)N(C)C[C@@H]1OCc2ccccc2-c2c(n(C)c3ccccc23)C(=O)N([C@@H](C)CO)C[C@@H]1C
-7.5,CC1(C)OC(=O)C2=C(C[C@@H](C3CCCCC3)O[C@H]2c2ccc(F)cc2)O1
-5.4,Cc1cnc(C)c(Nc2nc(C(N)c3ccccc3)cs2)n1 (configuration not stated)
-6.1,COc1c2c(cc3c1c(=O)c1ccccc1n3C)OCO2
-8.1,COC(=O)C1=C(C)N(C)C(=NCC2CC2)NC1CCc1ccccc1 (configuration not stated)
-7.4,CC(C)c1ccc(NC(=O)C2(C)Cc3c(-c4ccc(N(C)C)cc4)ccnc3O2)cc1 (configuration not stated)
-6.8,COC(=O)c1cc(=O)nc(NN=C(C)C)s1
-1.3,COC(=O)C1=C(C)N(Cc2cccc(C(F)(F)F)c2)C(=NCC2CC2)NC1c1cccc(F)c1 (configuration not stated)
-4.5,CCCC(=O)Nc1c(-c2ccccc2)[nH][nH]c1=O
6.8,COc1ccccc1C(=O)N1CCN(C(=O)[C@H]2O[C@@H](n3cnc4c(N)ncnc43)[C@H](O)[C@@H]2O)CC1
-0.3,Cc1ccccc1-c1csc(C(O)c2ccccc2)n1 (configuration not stated)
-8.2,COCCNC(=O)C1CCCN(C(=O)c2oc3ccccc3c2C)CC1 (configuration not stated)
-0.4,COc1ccc(NC(=O)c2sc(=O)n(Cc3cccc(C(F)(F)F)c3)c2C)cc1OC
-1.6,CCNC(=O)C1(C)CCCN1C(=O)c1ccc(N(C)C)cc1 (configuration not stated)
-1.8,O=C(c1cc(C2CCCCN2S(=O)(=O)Cc2ccccc2)on1)N1CCOCC1 (configuration not stated)
-4.4,Cc1cc(C)cc(-n2c3ccc(NC(=S)NC4CCCCC4)cc3c(=O)n2C)c1
-0.5,O=S(=O)(NCC[C@@H]1CC[C@H](NS(=O)(=O)c2cccc(F)c2)[C@@H](CO)O1)c1cccc(F)c1
8.3,COc1cc(CN2C[C@@H](CO)O[C@@H](n3cnc4c(N5CCOCC5)ncnc43)C2)cc(OC)c1OC
-1.0,CN1CCN(C(=O)C[C@@H]2C=C[C@H](NS(=O)(=O)c3cccc(F)c3)[C@@H](CO)O2)CC1
0.5,O=C1OC(C(Cl)(Cl)Cl)Nc2ccccc21 (configuration not stated)
-4.6,COc1ccc(Cc2c(-c3ccccc3)nc3ccc(Cl)cn23)c(C)c1
-7.0,COCCCN1C(=O)C(CC(=O)NC2CCCC2)CC(C(=O)N(C(C)C)C(C)C)=C1C (configuration not stated)
-7.5,CCCC/C=C/c1cccc2nncn12
-6.4,O=C(c1[nH]c(C(F)(F)F)nc1-c1ccccc1)N1CCN(c2ncccc2C(F)(F)F)CC1
-4.1,COc1cc(CN2C[C@@H](CO)O[C@@H](n3cnc4c(NCc5ccc(F)cc5)ncnc43)C2)cc(OC)c1OC
-7.5,OCCNc1ncnc2c1ncn2[C@H]1CN(Cc2ccco2)C[C@@H](CO)O1
-5.2,Cn1c(=O)c2c(-c3ccccc3)n(-c3cccc(O)c3)cc2n(C)c1=O
-1.7,CCOC(=O)C1(C)CCCN1C(=O)c1sccc1C (configuration not stated)
3.8,COC(=O)C[C@@H]1C=C[C@@H](NC(C)=O)[C@@H](CO)O1
-1.2,CN(C)C(=O)c1cccc(-c2cnc3cccnn23)c1
-7.5,COc1ccc2c(c1)C(CC(C)=O)N(c1ccc(-c3cccs3)cc1)C(c1ccsc1)=C2 (configuration not stated)
-7.1,CC(NC(=O)c1c(N)[nH]c(C(=O)c2ccccc2)c1-c1ccccc1Br)c1cccc2ccccc12 (configuration not stated)
-3.6,CCOC(=O)N[C@H](C(=O)N1CCC[C@H]1C(=O)NCCc1ccccc1Cl)c1ccccc1
-0.4,Cc1ccc(CN2C(=O)c3ccccc3C2c2nnnn2C(C)C)cc1 (configuration not stated)
-0.7,O=S1(=O)C[C@@H](N2CCN(CC3CC3)CC2)[C@H](COCc2ccccc2)N1
-7.6,COc1ccc(-c2cccc(N3CCN(c4ccccn4)CC3)n2)cc1OC
-6.6,CCOC1=C2CN(S(=O)(=O)c3ccc(C)cc3)[C@@H](c3cccc4ccccc34)C[C@H]2[C@H]2C(=O)N(c3ccccc3)C(=O)[C@H]2C1
-8.0,O=c1[nH]c(=S)[nH]c2c1[C@H](C1CC1)O[C@H](CCc1ccccc1)C2
-6.8,O=c1cc(CN2CCN(c3ccc(Cl)c(Cl)c3)CC2)c2c(ccc3ccccc32)o1
-5.4,Cc1ccccc1CN1[C@@H](C)[C@H](c2ccccc2)Oc2cccc(NCC(C)C)c2S1(=O)=O

Of the compounds above, these contain a Cl atom.
GalR3 antag,Structure
-7.3,COc1cc(Cl)c(CNC[C@H]2O[C@@H](n3cnc4c(=O)[nH]c(N)nc43)[C@H](O)[C@@H]2O)c(Cl)c1O
-8.3,O=C(Nc1ccccc1Cl)c1cc(C2CCCCN2S(=O)(=O)c2ccc(F)cc2F)on1 (configuration not stated)
-10.3,Cc1ccc(S(=O)(=O)N2CCC(=O)N([C@H](COCc3ccc(Cl)cc3)Cc3ccccc3)CC2)cc1
-4.3,Cc1nc(C(F)(F)F)ccc1C(=O)N1CCC1(C)C(=O)NS(=O)(=O)c1cccc(Cl)c1 (configuration not stated)
-3.8,COc1ccccc1CNC(=O)C1CCN(Cc2nc(-c3ccc(Cl)cc3)oc2C)CC1
-6.1,O=C(Nc1ccccc1Cl)c1cc(C2CCCN(S(=O)(=O)c3cccs3)C2)on1 (configuration not stated)
-4.8,COc1cc(OC)nc(Nc2nc(C(N)Cc3ccc(Cl)cc3)cs2)n1 (configuration not stated)
-2.2,CCN=C1NC(c2ccc(Cl)cc2)C(C(=O)OC)=C(C)N1Cc1cccc(C(F)(F)F)c1 (configuration not stated)
-3.1,CCCS(=O)(=O)NC(=O)C1(C)CCN(C(=O)C2(c3ccc(Cl)cc3)CCCC2)C1 (configuration not stated)
-5.7,NC(=O)c1ncn([C@@H]2O[C@H](C(=O)N[C@H](Cc3ccccc3)C(=O)N3CCN(c4ccc(Cl)cn4)CC3)[C@@H](O)[C@H]2O)n1
0.5,O=C1OC(C(Cl)(Cl)Cl)Nc2ccccc21 (configuration not stated)
-4.6,COc1ccc(Cc2c(-c3ccccc3)nc3ccc(Cl)cn23)c(C)c1
-3.6,CCOC(=O)N[C@H](C(=O)N1CCC[C@H]1C(=O)NCCc1ccccc1Cl)c1ccccc1
-6.8,O=c1cc(CN2CCN(c3ccc(Cl)c(Cl)c3)CC2)c2c(ccc3ccccc32)o1
